Assay outcomes as filed in PubChem.
VHR inh abs: VHR1 phosphatase inhibitors, primary screen, biochemical, absorbance, uHTS; Dual specificity protein phosphatase 3 (Homo sapiens), P51452; recombinant VHR phosphatase, pNPP absorbance; inhibition, % at 13.3 µM; hit rate 0.52% among 290,000; AID 1654, 2009; in the data active = inhibition above about 50%; note: some compounds called inactive have numbers as strong as hits
Target sequence (P51452 whole entry, looked up): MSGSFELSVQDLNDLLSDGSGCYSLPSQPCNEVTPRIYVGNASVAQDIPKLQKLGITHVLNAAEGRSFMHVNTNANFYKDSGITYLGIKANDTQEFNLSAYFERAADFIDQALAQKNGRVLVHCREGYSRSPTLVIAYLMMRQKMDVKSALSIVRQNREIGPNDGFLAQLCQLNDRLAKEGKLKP
Anthrax LF prot: Bacillus anthracis LF protease inhibitors, primary screen, biochemical, multiplex microsphere, MLPCN library; Lethal factor (Bacillus anthracis), P15917; multiplex microsphere protease cleavage assay; inhibition, % at 10 µM; hit rate 0.12% among 360,000; AID 588501, 2011; note: plate controls were buffer without enzyme for full effect and enzyme alone for no effect
CCHF vOTU inh: CCHFV vOTU protease inhibitors, primary screen, biochemical, Pep-AMC substrate, fluorescence; Crimean-Congo hemorrhagic fever virus L polyprotein viral ovarian tumor (vOTU) protease …; inhibition, % at 11.5 µM; hit rate 0.55% among 370,000; in the data active = inhibition above about 30%; note: 0% = vehicle wells with enzyme and 100% = no enzyme wells
3CLpro inhibitor: SARS-CoV 3CLpro protease inhibitors, primary screen, biochemical, quenched FRET; AID 1706, 2009; hit rate 0.14% among 290,000; recombinant SARS-CoV 3CLpro, quenched FRET peptide cleavage; Replicase polyprotein 1ab (Severe acute respiratory syndrome coronavirus), P0C6X7; inhibition, % at 6 µM; in the data active = inhibition above about 12%
MazF activator: activators of E. coli MazEF toxin-antitoxin RNase, primary screen, biochemical, fluorescence, uHTS | hit rate 0.32% among 350,000 | activation, % at 20 µM | Endoribonuclease toxin MazF (Escherichia coli (strain K12)), P0AE70 | FAM/BHQ RNA-DNA oligo cleavage fluorescence, 5 h; in the data active = activation above about 50%
Target sequence (P0AE70 whole entry, looked up): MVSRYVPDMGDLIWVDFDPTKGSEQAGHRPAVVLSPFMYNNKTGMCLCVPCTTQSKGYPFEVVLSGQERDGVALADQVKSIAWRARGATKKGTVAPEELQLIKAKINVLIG
BoNT-A LC inh2: BoNT/A light chain protease inhibitors, primary screen, biochemical, flow cytometry, MLPCN library; Botulinum neurotoxin type A light chain protease (Clostridium botulinum A str. ATCC 3502); multiplex microsphere protease substrate cleavage; inhibition, % at 10 µM; hit rate 0.17% among 360,000; AID 588499, 2011; note: plate controls were buffer without enzyme for full effect and enzyme alone for no effect
SSB-PriA inh: inhibitors of Klebsiella pneumoniae PriA binding to SSB C-terminal tail, primary screen, biochemical, AlphaScreen; PriA–SSB C-terminal tail interaction (Klebsiella pneumoniae); AlphaScreen SSBct-PriA binding, biotinylated peptide; inhibition, % at 33 µM; hit rate 0.6% among 430,000; AID 1272365, 2023; in the data active = inhibition mostly above about 37%, no sharp cut-off; inactive = mostly below about 20%;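 note: plate controls were negative control peptide for no effect and reference peptide for full effect; strong numbers were not always called active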
PrPC TRFRET: inhibitors of human cell surface prion protein PrPC, primary screen, cell-based, TR-FRET; Major prion protein (Homo sapiens), P04156; TR-FRET read-out; inhibition, % at 13.8 µM; hit rate 0.43% among 370,000; in the data active = inhibition above about 24%; note: 0% = median of the test wells and 100% = reference compound wells
BoNT-F LC inh: BoNT/F light chain protease inhibitors, primary screen, biochemical, flow cytometry, MLPCN library; Botulinum neurotoxin type F light chain protease (Clostridium botulinum); Multiplex microsphere protease cleavage assay; inhibition, % at 10 µM; hit rate 0.22% among 360,000; AID 588497, 2011; in the data active = inhibition above about 35%, passing the limit was not always enough; inconclusive = no clear call, values can overlap the other calls; note: plate controls were buffer without enzyme for full effect and enzyme alone for no effect
Rv3671c inh: Rv3671c serine protease inhibitors, primary screen, biochemical, fluorescence polarization, M. tuberculosis H37Rv. P9WHR9. inhibition, % at 5.96 µM. AID 2606, 2010. hit rate 0.048% among 320,000; in the data active = inhibition above about 38%;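 note: extracellular domain of Rv3671c used as enzyme; 0% = enzyme with DMSO and 100% = no enzyme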
Target sequence (P9WHR9 whole entry, looked up, the tested form may be a part): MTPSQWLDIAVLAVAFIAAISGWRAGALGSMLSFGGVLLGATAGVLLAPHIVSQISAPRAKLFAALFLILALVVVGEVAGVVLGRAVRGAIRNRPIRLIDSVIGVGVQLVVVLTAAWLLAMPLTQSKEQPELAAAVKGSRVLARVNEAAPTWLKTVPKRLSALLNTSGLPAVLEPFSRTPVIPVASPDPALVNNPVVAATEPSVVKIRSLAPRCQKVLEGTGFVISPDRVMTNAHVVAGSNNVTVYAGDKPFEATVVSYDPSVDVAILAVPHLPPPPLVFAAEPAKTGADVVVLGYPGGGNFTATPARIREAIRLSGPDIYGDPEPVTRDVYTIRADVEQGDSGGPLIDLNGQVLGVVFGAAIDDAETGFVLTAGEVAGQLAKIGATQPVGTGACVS
An asterisk follows results filed as active; i = inactive; ? = inconclusive; . = not tested or not shown. Cut-off read from the data, not from the text of the source, unless noted: active = inhibition above about 30%; inconclusive = no clear call, values can overlap the other calls; inactive = below that.

#1 COC(=O)C1=C(C)NC(C)=C(C(=O)OC)C1C(=O)OCC(=O)c1ccc(F)cc1
#2 COC(=O)C1(Cc2ccc(O)c(CC3OC3(C)C)c2)OC(=O)C(O)=C1c1ccc(O)cc1 (centres undefined)
#3 CCN(CCN(C)C)C(=O)c1ccc2nc(C)c(N(C)C(=O)CCc3ccccc3)n2c1
#4 CC(=O)N=Nc1[nH]c(N)c2ccccc12
#5 O=C(c1ccc(Cl)c(S(=O)(=O)N2CCCCCC2)c1)N1CCN(c2ccccc2O)CC1
#6 O=C(COc1ccc(S(=O)(=O)NCc2ccccc2)cc1)NCc1cccnc1
#7 CC1CCN(CCC(=O)Nc2ccc3c(c2)CCC3)CC1
#8 O=c1[nH]c(=O)c2nnc(N/N=C/c3ccccc3F)nc2[nH]1

assay / compound,1,2,3,4,5,6,7,8
VHR inh abs,5,14,.,38,18,25,4,16
Anthrax LF prot,-8,-5,2,-1,-9,-2,1,-1
CCHF vOTU inh,1,10,-7,5,-12,5,-13,-5
3CLpro inhibitor,2,.,.,1,0,0,-3,5
MazF activator,0,-6,.,-1,9,-2,3,-1
BoNT-A LC inh2,-0.5,-0.4,-0.5,-0.8,-0.4,-6.6,-0.1,1.2
SSB-PriA inh,-2,-6,.,-9,7,-1,-6,i
PrPC TRFRET,3,-10,-5,7,2,2,-3,-17
BoNT-F LC inh,0,-5,1,0,-5,-7,-2,2
Rv3671c inh,-4,9,.,5,2,.,0,-1

#9 O=C(CCCN1C(=O)c2cccnc2C1=O)Nc1ccc(Br)cc1
#10 CSCCC(NC(=O)c1ccccc1Cl)C(=O)OCC(=O)N1CCCC1=O (centres undefined)
#11 CSc1ccccc1NC(=O)c1c(C)noc1C
#12 CC(=O)Nc1cccc(-c2ccnc3c2CC(C(=O)Nc2cccc(NS(C)(=O)=O)c2)O3)c1 (centres undefined)
#13 COc1ccc([C@@H]2C[C@H]3[C@@H](CN2S(=O)(=O)c2ccccc2)C(=O)C[C@@H](c2ccccc2F)N3S(=O)(=O)c2ccc(C)cc2)cc1
#14 Cc1cccc(NC(=O)/C(C#N)=C/c2ccc(Cl)cc2)n1
#15 O=C(OCCN1C(=O)c2ccccc2C1=O)c1cc2ccccc2o1
#16 O=C1NCCN(CC2CCN(CCc3ccc(Cl)c(Cl)c3)CC2)C1=O

assay / compound,9,10,11,12,13,14,15,16
VHR inh abs,-6,.,13,.,.,7,-7,.
Anthrax LF prot,3,2,-1,1,5,3,-2,0
CCHF vOTU inh,11,-2,-18,-3,16,-11,-8,4
3CLpro inhibitor,2,.,-3,.,.,0,-1,.
MazF activator,-17,4,-8,.,-12,2,17,-2
BoNT-A LC inh2,0.2,0.7,-5.1,0.1,-0.3,-0.4,-1.6,-0.8
SSB-PriA inh,2,-11,-3,.,.,-6,-11,-9
PrPC TRFRET,3,-5,-1,6,-1,3,-3,-5
BoNT-F LC inh,-8,11,-6,1,-7,-1,-19,-3
Rv3671c inh,-7,-2,5,.,.,12,-7,.

#17 CCC(CO)Oc1cc(NC(=O)c2cccc3ccccc23)c2ncn(C(C)C)c2c1 (centres undefined)
#18 Nc1cccc(Nc2ccccc2)c1
#19 Cc1noc(C)c1COc1cccc(C(=O)NC(C)(C)C)c1
#20 CN(CC(=O)Nc1ccc(N2CCOCC2)cc1)C(=O)C1CCCC1
#21 CC1(C)c2[nH]c3ccccc3c2C[C@H]2C(=O)N(Cc3cccc(F)c3)C(=O)N21
#22 CCCCCNC(=O)Cc1cc(=O)[nH]c(=O)[nH]1
#23 CCOC(=O)CSc1nnc(NC(=O)c2cccc(S(=O)(=O)N3CCCCC3)c2)s1
#24 N#CCc1nc(CSc2nc3ccccc3s2)cs1

assay / compound,17,18,19,20,21,22,23,24
VHR inh abs,.,38,6,22,.,7,0,-25
Anthrax LF prot,-4,0,-5,6,0,-3,4,7
CCHF vOTU inh,5,9,7,22,1,2,-14,-1
3CLpro inhibitor,.,-1,0,4,.,-4,-3,-1
MazF activator,7,9,-4,17,-2,3,-12,-1
BoNT-A LC inh2,0.6,-0.5,-0.3,-2.0,-0.3,0.2,?,9.0
SSB-PriA inh,-5,11,-11,-7,5,-10,-1,-2
PrPC TRFRET,2,8,-5,-3,2,-5,3,2
BoNT-F LC inh,1,0,1,-9,-1,3,7,6
Rv3671c inh,-2,-2,4,0,-1,-7,-11,3

Part of the list above in order of count of non-hydrogen atoms, lowest first:
#18 Nc1cccc(Nc2ccccc2)c1
#22 CCCCCNC(=O)Cc1cc(=O)[nH]c(=O)[nH]1
#24 N#CCc1nc(CSc2nc3ccccc3s2)cs1
#14 Cc1cccc(NC(=O)/C(C#N)=C/c2ccc(Cl)cc2)n1
#19 Cc1noc(C)c1COc1cccc(C(=O)NC(C)(C)C)c1
#20 CN(CC(=O)Nc1ccc(N2CCOCC2)cc1)C(=O)C1CCCC1
#23 CCOC(=O)CSc1nnc(NC(=O)c2cccc(S(=O)(=O)N3CCCCC3)c2)s1
#17 CCC(CO)Oc1cc(NC(=O)c2cccc3ccccc23)c2ncn(C(C)C)c2c1 (centres undefined)

assay / compound,18,22,24,14,19,20,23,17
VHR inh abs,38,7,-25,7,6,22,0,.
Anthrax LF prot,0,-3,7,3,-5,6,4,-4
CCHF vOTU inh,9,2,-1,-11,7,22,-14,5
3CLpro inhibitor,-1,-4,-1,0,0,4,-3,.
MazF activator,9,3,-1,2,-4,17,-12,7
BoNT-A LC inh2,-0.5,0.2,9.0,-0.4,-0.3,-2.0,?,0.6
SSB-PriA inh,11,-10,-2,-6,-11,-7,-1,-5
PrPC TRFRET,8,-5,2,3,-5,-3,3,2
BoNT-F LC inh,0,3,6,-1,1,-9,7,1
Rv3671c inh,-2,-7,3,12,4,0,-11,-2

Remaining list, next part.
#25 CC1(C)C(=O)NCCN1C(=O)CSc1nccc(-c2ccc(Br)cc2)n1
#26 COc1cccc(NC(=O)C2CCCN(c3ncnc4c3nc3n4CCCCC3)C2)c1 (centres undefined)
#27 O=C(CCc1nc2ccccc2c(=O)[nH]1)OCC(=O)c1cccc(Cl)c1
#28 CCOC(=O)N1CCN(C(=O)Cc2ccc(C)cc2)CC1
#29 Cc1cc(OCc2cc(C(=O)NC(C)c3cnn(C)c3)no2)cc(C)c1Cl (centres undefined)
#30 Cc1ccc2cc(C3CC(c4ccco4)=NN3S(=O)(=O)c3ccccc3)c(Cl)nc2c1 (centres undefined)
#31 COc1ccc(/C=N/NS(=O)(=O)c2ccc(F)cc2)cc1COc1cc(F)ccc1[N+](=O)[O-]
#32 CCCCCCNC(=O)Cc1ccc(Br)cc1

assay / compound,25,26,27,28,29,30,31,32
VHR inh abs,4,-2,-3,-4,.,-2,6,3
Anthrax LF prot,-4,0,-2,-5,3,-2,0,-1
CCHF vOTU inh,1,1,-3,-14,-11,-3,14,12
3CLpro inhibitor,1,1,3,-2,.,4,3,2
MazF activator,3,7,-2,5,3,15,5,-2
BoNT-A LC inh2,-0.7,1.9,0.0,-0.4,-0.1,0.9,-0.6,1.3
SSB-PriA inh,11,-11,-4,-9,.,16,.,-10
PrPC TRFRET,4,6,-6,-4,11,3,9,12
BoNT-F LC inh,5,2,-1,-1,-2,1,1,-5
Rv3671c inh,-4,4,-3,-1,.,-13,-15,-5

#33 O=C(NC1CCCCC1)c1cc(C(=O)c2ccccc2Br)c[nH]1
#34 O=C(Nc1ccc2c(c1)CN(C(=O)Nc1ccc(F)cc1)CC2)c1ccccn1
#35 CN1c2ccc([N+](=O)[O-])cc2N(C)C1(C)c1ccccc1 (centres undefined)
#36 Cc1ccc(-c2cc(=O)c3cc(C)ccc3[nH]2)cc1
#37 O=C(NCCSCc1ccccc1)c1cc(S(=O)(=O)N2CCOCC2)ccc1F
#38 O=S(=O)(Nc1ccc(N2CCCCC2)cc1)c1cccs1
#39 COc1ccc(C(C)(C)C)cc1NC(=O)C1CC=CCC1C(=O)O (centres undefined)
#40 NS(=O)(=O)c1ccc(CCNC(=O)COC(=O)C2CCC2)cc1

assay / compound,33,34,35,36,37,38,39,40
VHR inh abs,22,.,16,0,-4,14,-10,-8
Anthrax LF prot,-7,-6,-6,0,3,-14,0,-2
CCHF vOTU inh,0,-4,10,0,-13,9,8,11
3CLpro inhibitor,-2,.,9,3,0,-1,3,0
MazF activator,7,8,11,-4,-22,5,4,1
BoNT-A LC inh2,-0.8,0.0,9.7,-1.0,0.1,3.3,0.5,-0.9
SSB-PriA inh,-9,.,2,-16,-6,26,-1,3
PrPC TRFRET,1,10,-27,1,7,1,3,8
BoNT-F LC inh,-5,9,25,-12,0,-60,0,9
Rv3671c inh,4,.,.,8,0,7,-2,1

#41 CC(=O)N1CCN(Cc2nc(-c3cccc(Cl)c3)no2)CC1
#42 COCCN1C(=O)c2ccc(C(=O)Nc3nccs3)cc2C1=O
#43 O=C(c1ccc(S(=O)(=O)NCc2ccco2)cc1)N1CCN(Cc2ccccc2)CC1
#44 C=CCn1c(SCC(C)=O)nc2scc(-c3ccc(C)o3)c2c1=O
#45 COC(=O)c1ccc(C(=O)N2CCCC(Nc3ccc(C(C)C)cc3)C2)cc1 (centres undefined)
#46 O=S(=O)(c1ccc(Cl)nc1)N1CCC(Cc2ccccc2)CC1
#47 CCCCN(C(=O)c1ccc(Cl)c([N+](=O)[O-])c1)c1c(N)n(CCC)c(=O)[nH]c1=O
#48 OC(c1ccccn1)c1c[nH]c2ccccc12 (centres undefined)

assay / compound,41,42,43,44,45,46,47,48
VHR inh abs,15,-3,17,0,5,.,10,22
Anthrax LF prot,-3,0,1,15,-1,-3,-4,1
CCHF vOTU inh,10,-2,-7,-6,11,10,8,1
3CLpro inhibitor,3,-3,1,0,6,.,4,-1
MazF activator,4,-2,2,10,9,-3,-3,-1
BoNT-A LC inh2,0.1,-0.6,0.0,1.8,-1.3,-0.8,-0.8,1.1
SSB-PriA inh,-5,10,-6,-5,4,-7,-8,-2
PrPC TRFRET,1,-2,-1,-1,0,11,-18,9
BoNT-F LC inh,-2,2,1,?,1,-4,-2,-16
Rv3671c inh,0,-5,7,4,-1,-2,4,-8

#49 C[C@@H]1NC(=O)[C@H](CCC(N)=O)NC(=O)c2cc([N+](=O)[O-])cc(I)c2NCCC[C@@H](C(N)=O)NC1=O
#50 CC(C)OCCCN(C)C1CCN(S(=O)(=O)c2ccc(-c3ccc(=O)[nH]n3)s2)CC1
#51 N#Cc1ccccc1OCCn1cncn1
#52 Cn1cc(C(=O)C(=O)N2CCCc3ccccc32)c2ccccc21
#53 COc1ccc(C2/C(=C(\O)c3ccc(OC)c(Cl)c3)C(=O)C(=O)N2CCN(C)C)cc1 (centres undefined)
#54 O=C(C1=C[C@@H]2[C@H]3C(=O)N(c4ccc(Cl)cc4)C(=O)[C@H]3[C@@H](C(=O)c3ccc(Cl)cc3)N2C=C1)c1ccccc1

assay / compound,49,50,51,52,53,54
VHR inh abs,9,9,18,8,19,6
Anthrax LF prot,2,-2,-4,1,-7,2
CCHF vOTU inh,-2,13,-13,5,6,18
3CLpro inhibitor,-1,4,3,-2,4,4
MazF activator,-3,8,3,-1,5,3
BoNT-A LC inh2,-0.5,-0.5,-1.6,0.2,0.6,6.8
SSB-PriA inh,-5,2,-9,-10,.,7
PrPC TRFRET,-29,-30,-7,9,4,-10
BoNT-F LC inh,-4,-6,-6,-2,3,3
Rv3671c inh,-9,0,4,9,-7,-19

The list is partial (hit frequency here may not be typical).
